# NCOA3 inh = human NCOA3 inhibition; Q9Y6Q9; HEK293 GAL4-SRC3 luciferase reporter, luminescence; inhibition, % at 3.6 µM; hit rate 0.17% among 360,000; AID 588352;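 active means inhibition above a per-campaign cutoff, the mean of all compounds plus 3 SD, cut at about 60% in these data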;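 further: 0% = DMSO-treated cells and 100% = gossypol-treated cells at 36 µM; higher means less SRC3-driven luciferase light from the GAL4 reporter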
# NCOA1 inh = inhibitors of human steroid receptor coactivator 1 (SRC1) | Q15788 | HEK293 GAL4-SRC1 luciferase reporter, luminescence | inhibition, % at 3.6 µM | hit rate 0.12% among 360,000 | AID 588354;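 active means inhibition above the campaign mean plus 3 SD, with each screening campaign given its own cutoff, cut at about 60% in these data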;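 further: 0% = DMSO treated cells and 100% = gossypol at 36 µM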
# NR5A2 inv ag = suppresses constitutive activity of human LRH-1 | O00482 | HEK293T StAR-luciferase reporter, LRH-1 transfected, 24 h | inhibition, % at 3.6 µM | hit rate 0.13% among 360,000 | AID 602396;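 active means inhibition above the mean inhibition of all tested compounds plus 3 SD, cut at about 73% in these data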;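 further: 0% = DMSO wells and 100% = reporter-only cells lacking LRH-1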
# Shn3 3UTR inh = reduces Shn3 3'UTR luciferase signal in osteoblasts; hit rate 0.52% among 360,000; Clone20 osteoblast Shn3 3'UTR firefly luciferase, 24 h; inhibition, % at 12.5 µM;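 active means mean inhibition of at least 75% with every replicate also reaching 75%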;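 further: 0% = median of neutral control wells and 100% = pilot-screen positive control compound; some compounds past the cut are filed as inactive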
# TROY signal inh = inhibitors of TROY-dependent NF-kB signaling | Q293 LMP1-TROYcd NF-kB luciferase reporter, 4 h | inhibition, % at 10 µM | hit rate 0.98% among 360,000;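 active means compounds whose plate-normalised and pattern-corrected inhibition of the luciferase reporter signal at the single screening dose is 50% or more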
# TWEAK Fn14 block = inhibitors of TWEAK-Fn14 interaction signaling; AID 1159606; TWEAK-stimulated Fn14 reporter cells, luciferase luminescence, 8 h; inhibition, % at 10 µM; hit rate 2% among 360,000; in the data active means inhibition above about 50%
# C8 TRAIL sens = sensitizes caspase-8 expressing cells to TRAIL; NB7+C8 cells + TRAIL, ATPlite viability luminescence; inhibition (viability loss, TRAIL sensitization), % at 10 µM; hit rate 1% among 360,000;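 active means compounds causing at least 50% loss of cell viability in the single-dose screen, relative to plate controls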
# COUP-TFII inh = NR2F2 (human) inhibition, primary screen; inhibition, % at 8.6 µM; P24468; hit rate 0.7% among 370,000; HEK293T NGFI-A luciferase reporter, luminescence;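 active means inhibition above a per-plate cutoff, mean inhibition of test wells between control levels plus 3 SD, cut at about 38% in these data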;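 further: cells cotransfected with COUP-TFII expression vector driving the NGFI-A reporter; 0% = median of COUP-TF2 test wells and 100% = reporter-only cells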
# CF NFkB inh = cystic fibrosis NF-kB activation inhibition; hit rate 0.86% among 360,000; inhibition, % at 5 µM; KKLEB NF-kB-GFP reporter, PAF-induced, GFP fluorescence overnight;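 active means at least 50% inhibition at 5 µM, scaled per plate between neutral and stimulator controls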;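 further: PAF is a Pseudomonas aeruginosa culture filtrate used as stimulus; plate controls were PAF-stimulated DMSO wells for no effect and unstimulated DMSO wells for full effect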
# EBV LMP1 NFkB = inhibitors of Epstein-Barr LMP1-induced NF-kappaB reporter; LMP1-induced NF-kappaB luciferase reporter cells, luminescence; inhibition, % at 12.5 µM; hit rate 0.69% among 350,000; in the data active means inhibition above about 41%;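 further: 0% = neutral control wells and 100% = reference inhibitor control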
# KKLEB cytotox = counter-screen for CF NF-kB inhibitors: cytotoxicity; KKLEB CF airway cells viability, ATPlite luminescence, overnight; active compounds read low; cells stimulated with P. aeruginosa culture filtrate; activity change (cytotoxicity), % at 5 µM; hit rate 0.36% among 360,000; AID 602141;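 active means corrected activity change at or below -50% at 5 µM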
# Starred values were filed as active, the others as inactive; / = no result given. Not all compounds are listed; the hit share may differ from the screen's.
SMILES,NCOA3 inh,NCOA1 inh,NR5A2 inv ag,Shn3 3UTR inh,TROY signal inh,TWEAK Fn14 block,C8 TRAIL sens,COUP-TFII inh,CF NFkB inh,EBV LMP1 NFkB,KKLEB cytotox
C=CCNC(=O)C(=O)NCCCN1CCOCC1,20,-20,-8,2,-13,-3,2,12,-20,7,7
CCOC(=O)/C(C)=N/Nc1nc(-c2ccc(NC(C)=O)cc2)cs1,-14,-4,-3,17,-33,-21,-14,-16,-1,/,1
COc1ccc(NC(=O)C2(c3ccc(NC(=O)c4ccc(C)cc4)cc3)CCCC2)cc1,9,-4,8,-24,3,-11,6,-10,12,-7,-7
C/C(=N\NC(=O)c1c(Cl)c(C)nn1C)c1ccc(NC(=O)c2ccncc2)cc1,5,6,9,16,1,0,-14,-20,-4,4,7
C#CCOCCOCCOCCNc1nc(N2CCN(C(=O)[C@H]([C@@H](C)CC)n3cc(CCCN=C(N)N)nn3)CC2)nc(N2CCN(C(=O)[C@H]([C@@H](C)CC)n3cc(CCC(=O)O)nn3)CC2)n1,11,-27,-10,-27,-4,-1,4,-21,-3,2,-5
CCOC(=O)c1cc(C)n(CCc2ccccc2)c1C,-16,-7,-12,-18,-39,-2,0,-10,23,-18,-1
COc1cc(CCNC(=O)c2cnn3ccccc23)cc(OC)c1OC,7,-13,-10,7,-7,-1,24,9,13,-4,0
COC(=O)C(C)(C)ONC(=O)Nc1ccc(Br)cc1,-6,-12,-13,35,-17,-13,4,-15,-13,6,6
CC(C)CCNC(=O)C(=O)NCC1OCCCN1S(=O)(=O)c1cccs1 (stereo not drawn),-20,0,-20,9,9,3,2,1,-3,-2,-1
COc1cccc(Nc2nc(N)c([N+](=O)[O-])c(N3CCOCC3)n2)c1,-22,6,12,3,6,23,3,-7,26,-5,-5
COCCN(C(=O)CC1CCCCC1)c1c(N)n(CC(C)C)c(=O)[nH]c1=O,31,4,12,-17,0,19,4,-9,1,2,4
Cc1ccc(NC(=O)N2CCC(=O)N2)cc1,-48,-32,-32,-15,-36,-10,-3,-22,-3,-8,4
O=C(O)/C=C/C(=O)Nc1ccccc1-c1ccccc1,-19,-9,8,3,-16,-6,-13,-9,0,-8,3
Cc1nn(-c2ccccc2)c(CC(C)(C)C(=O)O)c1C(=O)O,-1,2,-7,8,-2,1,-3,-5,-7,-5,10
CCN(CC)c1ccc(C2N(C(=O)N3CCOCC3)CCN2S(=O)(=O)c2ccc(C)cc2)cc1 (stereo not drawn),16,11,23,1,-23,-4,-3,-17,4,-7,6
Cc1ccc(-c2csc(/C(C#N)=C/Nc3ccccc3SC(F)(F)F)n2)cc1,5,-26,1,-11,-16,-6,20,7,25,-11,-42
Cc1cc2c(cc1S(=O)(=O)N(C)c1ccccc1)NC(=O)CO2,8,-17,-2,5,-8,-7,-4,-24,0,3,-5
O=C(CCc1ccccc1)NC(=S)Nc1ccc(S(=O)(=O)N2CCOCC2)cc1,-1,-6,18,-6,34,27,5,21,8,2,-6
COc1cc2c(cc1NC(=O)C(C)NCc1ccccc1)oc1ccccc12 (stereo not drawn),6,-13,-26,-2,-6,18,-1,-1,8,-11,-11
CC(C)C[C@H]1CN=C(Nc2ccccc2)N1CC1CCCCCC1,12,-31,-13,4,-9,2,20,-5,9,-8,-6
O=C1CSC(=S)N1/N=C/c1ccc(O)c([N+](=O)[O-])c1,-7,-23,13,-11,8,0,12,/,14,-4,-29
Cc1ccc(Nc2nc(N)nc(CN3CCCCCC3)n2)cc1,3,-15,4,8,0,-7,-14,8,-1,1,-3
Cn1ncc2cc3c(Nc4ccc(Cl)cc4)cccc3nc21,5,11,-4,17,0,15,1,10,-39,/,-10
Cc1ccc(SCCC(=O)OCC(=O)Nc2ccc(C(N)=O)cc2)cc1,12,2,9,5,-6,-10,6,-30,9,-11,22
COc1ccc(CNC(=O)C(C)OC(=O)CN2C(=O)COc3ccccc32)cc1 (stereo not drawn),7,-12,15,-6,9,48,5,12,-1,4,0
Cc1ccccc1-c1cc2c(c3c1ccn3C)C1CCC2C1 (stereo not drawn),18,14,-8,-6,7,-11,-3,-12,30,/,10
C=C(C)[C@@H]1CC=C(C(=O)O)CC1,4,-16,-24,9,13,3,5,-6,-10,-7,-18
CCOc1ccc(N=C(NC#N)SCC)cc1,-12,4,5,-3,-11,-3,6,-4,-2,-2,-4
COc1cc2c(C(=O)N3CCN(c4ccccc4C)CC3)c(C)oc2cc1Br,8,-2,4,0,34,21,3,4,11,4,-6
C/C(=N\NC(=O)c1ccccn1)c1ccc(Cl)cc1,-125,-112,-126,-55,-49,35,61*,-47,-14,/,2

# An excerpt from above in order of molar mass, high to low:
SMILES,NCOA3 inh,NCOA1 inh,NR5A2 inv ag,Shn3 3UTR inh,TROY signal inh,TWEAK Fn14 block,C8 TRAIL sens,COUP-TFII inh,CF NFkB inh,EBV LMP1 NFkB,KKLEB cytotox
COc1ccc(CNC(=O)C(C)OC(=O)CN2C(=O)COc3ccccc32)cc1 (stereo not drawn),7,-12,15,-6,9,48,5,12,-1,4,0
O=C1CSC(=S)N1/N=C/c1ccc(O)c([N+](=O)[O-])c1,-7,-23,13,-11,8,0,12,/,14,-4,-29
Cc1ccccc1-c1cc2c(c3c1ccn3C)C1CCC2C1 (stereo not drawn),18,14,-8,-6,7,-11,-3,-12,30,/,10

# Three entries from above, with each value named.
> Cc1ccccc1-c1cc2c(c3c1ccn3C)C1CCC2C1 (stereo not drawn)
  NCOA3 inh = 18; NCOA1 inh = 14; NR5A2 inv ag = -8; Shn3 3UTR inh = -6; TROY signal inh = 7; TWEAK Fn14 block = -11; C8 TRAIL sens = -3; COUP-TFII inh = -12; CF NFkB inh = 30; EBV LMP1 NFkB = /; KKLEB cytotox = 10
> C=C(C)[C@@H]1CC=C(C(=O)O)CC1
  NCOA3 inh = 4; NCOA1 inh = -16; NR5A2 inv ag = -24; Shn3 3UTR inh = 9; TROY signal inh = 13; TWEAK Fn14 block = 3; C8 TRAIL sens = 5; COUP-TFII inh = -6; CF NFkB inh = -10; EBV LMP1 NFkB = -7; KKLEB cytotox = -18
> CCOc1ccc(N=C(NC#N)SCC)cc1
  NCOA3 inh = -12; NCOA1 inh = 4; NR5A2 inv ag = 5; Shn3 3UTR inh = -3; TROY signal inh = -11; TWEAK Fn14 block = -3; C8 TRAIL sens = 6; COUP-TFII inh = -4; CF NFkB inh = -2; EBV LMP1 NFkB = -2; KKLEB cytotox = -4

# (cont.)
SMILES,NCOA3 inh,NCOA1 inh,NR5A2 inv ag,Shn3 3UTR inh,TROY signal inh,TWEAK Fn14 block,C8 TRAIL sens,COUP-TFII inh,CF NFkB inh,EBV LMP1 NFkB,KKLEB cytotox
CCOC(=O)C1CCCN(c2ncnc3c2cnn3-c2ccc(Cl)cc2)C1 (stereo not drawn),2,1,-16,-4,43,63*,14,35,1,13,2
CC1CCc2c(sc(NC(=O)Cn3cnc([N+](=O)[O-])n3)c2C(N)=O)C1 (stereo not drawn),5,-12,12,-6,6,14,-5,2,8,-9,5
CCN(CC)C(=O)C1=C(C)N(CCCOC)C(=O)C(CC(=O)NC2CCCCC2)C1 (stereo not drawn),-2,-18,7,-14,1,14,2,0,11,5,-2
CC(C)C(=O)Nc1c(-c2ccccc2F)c(=O)c2ccccc2n1C,0,9,-6,-10,-3,0,-2,14,-1,5,3
O=C(Nc1ccccc1C(F)(F)F)N1CCCCCC1,5,-13,-12,-1,9,-5,-9,16,6,3,-2
COC(=O)c1cn(C(=O)c2cccc(C)c2)c2ccccc12,8,-17,-1,-9,11,17,-1,9,-4,-1,-6
CCOc1ccc(S(=O)(=O)Nc2ccc(C(=O)N3CCCC3)cc2)cc1,2,-1,10,-10,24,2,-12,6,-20,-1,-1
Cc1ccc(CNC(=O)c2cn(C)c3ccc(S(=O)(=O)N4CCOCC4)cc3c2=O)cc1,3,-19,-32,20,-10,-17,-6,16,7,11,-23
Cc1cc(C(=O)NNC(=O)c2cccc(C(F)(F)F)c2)no1,0,-30,-6,5,-10,-8,-10,-24,11,1,-2
COc1ccc(C)cc1NC(=O)Cn1cnnn1,12,-14,1,7,11,2,-2,-7,-12,-7,13
O=C(/C=C/c1cccc(F)c1)c1ccc(N2CCOCC2)cc1,-23,-16,-40,-47,-3,28,25,-28,-6,-7,-24
CC(/C=N\NC(=O)c1cccnc1)c1ccccc1 (stereo not drawn),-2,-4,-8,16,-11,-15,-16,-5,2,4,2
O=C(CSc1nc2ccccc2s1)NNC(=S)Nc1ccc(Cl)cc1,6,-4,3,2,16,11,25,11,12,4,2
CC(=O)CSc1nnc(-c2ccc(S(=O)(=O)N3CCOCC3)cc2)n1C,11,-8,-1,0,4,-2,-12,0,2,-1,5
COc1ccc(N2C(=O)NC3CC2(C)Oc2ccccc23)cc1 (stereo not drawn),-7,-7,2,14,2,18,0,0,20,7,-3
CCCCCC(=C/c1ccccc1)/C=N/Nc1ccc(S(=O)(=O)N2CCOCC2)cc1[N+](=O)[O-],-4,-1,-30,5,-2,4,7,8,-1,12,-17
CC1(C)c2[nH]c3ccccc3c2C[C@H]2C(=O)N(Cc3ccccc3)C(=O)N21,-4,-5,-6,-30,31,37,13,7,24,0,-17
O=C(Cc1cccc(NC(=O)C2CCCN(C(=O)C3CCCC3)C2)c1)Nc1ccc(C(=O)N2CCCCC2)cc1 (stereo not drawn),-12,0,2,9,5,-10,-11,2,-20,1,17
